# APEX1 inh = APE1 (human) endonuclease inhibition | P27695 | recombinant APE1, TAMRA/BHQ-2 abasic DNA cleavage fluorescence | Potency, µM (doses to about 65.8 µM), for inactives: at the top dose activity change, negative = inhibition, most hits filed as inhibitors | actives 0.35% (n = 350,000);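 further: plate controls were vehicle for no effect and reference inhibitor for full effect; nearly all actives have a fitted effect of over 55% in size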
#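 0.75 nM APE1 + cpd, 15 min RT; start w/ 50 nM TAMRA/BHQ-2 THF-abasic dsDNA; kinetic fluor 525/598 nm ×3 reads @60 s; Δ(read3−read1); normalized to DMSO and NSC13755 control wells.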
# POLI inh = DNA polymerase iota (human) inhibition; AID 588590; Potency, µM (top dose mostly 115 µM), inactives show at the top dose activity, negative = inhibition, actives largely listed as inhibitors; Q9UNA4; Pol iota fluorescent replication assay, 10 min; actives 1% (n = 390,000)
#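 Fluorescent replication assay read twice, at 0 min and 10 min after adding 50 nM (final) substrate. Enzyme (10 nM) and compounds were first incubated 15 min at room temperature; enzyme-free buffer wells were negative controls.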
# Pol kappa inh = DNA polymerase kappa (human) inhibition; Q9UBT6; purified Pol kappa, fluorescent DNA synthesis assay, 10 min; Potency, µM (top dose mostly 107 µM), without a hit: at the highest dose activity, negative = inhibition, hits mostly inhibitors; actives 0.53% (n = 400,000); further: on the % scale 0 is the no-effect control and ±100 the full control effect
#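 First, compounds were pin-transferred onto 10 nM Pol kappa. After 15 min at room temperature, substrate was added to 50 nM final. Fluorescence was then measured kinetically at 0 and 10 min.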
# Apoferritin bind = candidate novel general anesthetic via apoferritin binding; P02791; apoferritin/1-aminoanthracene competitive binding, fluorescence; Potency, µM (series often up to 77.5 µM), without a hit: at the top dose activity change, negative = displacement, usual class: inhibitors; actives 0.074% (n = 350,000); AID 485281; further: on the % scale 0 is the no-effect control and ±100 the full control effect; nearly all actives have a fitted effect of over 20% in size
#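 Read-out: endpoint 1-AMA fluorescence, excitation 380 nm and emission 535 nm, after compounds sit 10 min at room temperature with 10 uM horse-spleen apoferritin in 50% saturated 1-AMA/PBS. Values come from four-parameter Hill fits.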
# BLM helicase inh = inhibitors of human Bloom syndrome helicase BLM; P54132; recombinant BLM DNA unwinding, fluorescence dequenching; Potency, µM (titrated, usually from 56.1 µM), without a hit: at the highest dose activity change, negative = inhibition, hits mostly inhibitors; actives 0.2% (n = 350,000); AID 2528;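 further: plate controls were vehicle for no effect and no enzyme for full effect; nearly all actives have a fitted effect of over 35% in size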
# G9a block = inhibitors of human histone lysine methyltransferase G9a; Q96KQ7; G9a H3K9 monomethylation, AlphaScreen, 2 h; Potency, µM (titrated, usually from 102 µM), without a hit: at the top dose activity, negative = inhibition, usual class: inhibitors; actives 8.8% (n = 350,000); further: on the % scale 0 is the no-effect control and ±100 the full control effect; nearly all actives have a fitted effect of over 75% in size
#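 G9a (20 nM) was preincubated 15 min with compound, then reacted 2 h at room temperature with 500 nM biotin-H3K9 peptide and 20 µM SAM. Monomethyl-H3K9 detected by AlphaScreen using anti-H3K9me1 antibody.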
# Pol beta inh = inhibitors of human DNA polymerase beta; P06746; Pol beta primer extension/strand displacement, fluorescence kinetic; Potency, µM (top dose mostly 114 µM), for inactives: at the top dose activity change, negative = inhibition, hits mostly inhibitors; actives 1.3% (n = 340,000); AID 485314; further: on the % scale 0 is the no-effect control and ±100 the full control effect
#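 Preincubation: enzyme (10 nM) with compound, 15 min, RT. Reaction: substrate added to 50 nM final. Reads: 0 and 10 min. Analysis: normalized, Hill fit.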
# BAZ2B inh = inhibitors of human BAZ2B bromodomain; Q9UIF8; AlphaScreen BAZ2B-H3K14Ac peptide displacement; Potency, µM (highest dose often 114 µM), without a hit: top-dose activity change, negative = inhibition, actives largely listed as inhibitors; actives 4.4% (n = 360,000); AID 504333; further: on the % scale 0 is the no-effect control and ±100 the full control effect; nearly all actives have a fitted effect of over 60% in size
# Target sequence (Q9UIF8 whole entry, looked up): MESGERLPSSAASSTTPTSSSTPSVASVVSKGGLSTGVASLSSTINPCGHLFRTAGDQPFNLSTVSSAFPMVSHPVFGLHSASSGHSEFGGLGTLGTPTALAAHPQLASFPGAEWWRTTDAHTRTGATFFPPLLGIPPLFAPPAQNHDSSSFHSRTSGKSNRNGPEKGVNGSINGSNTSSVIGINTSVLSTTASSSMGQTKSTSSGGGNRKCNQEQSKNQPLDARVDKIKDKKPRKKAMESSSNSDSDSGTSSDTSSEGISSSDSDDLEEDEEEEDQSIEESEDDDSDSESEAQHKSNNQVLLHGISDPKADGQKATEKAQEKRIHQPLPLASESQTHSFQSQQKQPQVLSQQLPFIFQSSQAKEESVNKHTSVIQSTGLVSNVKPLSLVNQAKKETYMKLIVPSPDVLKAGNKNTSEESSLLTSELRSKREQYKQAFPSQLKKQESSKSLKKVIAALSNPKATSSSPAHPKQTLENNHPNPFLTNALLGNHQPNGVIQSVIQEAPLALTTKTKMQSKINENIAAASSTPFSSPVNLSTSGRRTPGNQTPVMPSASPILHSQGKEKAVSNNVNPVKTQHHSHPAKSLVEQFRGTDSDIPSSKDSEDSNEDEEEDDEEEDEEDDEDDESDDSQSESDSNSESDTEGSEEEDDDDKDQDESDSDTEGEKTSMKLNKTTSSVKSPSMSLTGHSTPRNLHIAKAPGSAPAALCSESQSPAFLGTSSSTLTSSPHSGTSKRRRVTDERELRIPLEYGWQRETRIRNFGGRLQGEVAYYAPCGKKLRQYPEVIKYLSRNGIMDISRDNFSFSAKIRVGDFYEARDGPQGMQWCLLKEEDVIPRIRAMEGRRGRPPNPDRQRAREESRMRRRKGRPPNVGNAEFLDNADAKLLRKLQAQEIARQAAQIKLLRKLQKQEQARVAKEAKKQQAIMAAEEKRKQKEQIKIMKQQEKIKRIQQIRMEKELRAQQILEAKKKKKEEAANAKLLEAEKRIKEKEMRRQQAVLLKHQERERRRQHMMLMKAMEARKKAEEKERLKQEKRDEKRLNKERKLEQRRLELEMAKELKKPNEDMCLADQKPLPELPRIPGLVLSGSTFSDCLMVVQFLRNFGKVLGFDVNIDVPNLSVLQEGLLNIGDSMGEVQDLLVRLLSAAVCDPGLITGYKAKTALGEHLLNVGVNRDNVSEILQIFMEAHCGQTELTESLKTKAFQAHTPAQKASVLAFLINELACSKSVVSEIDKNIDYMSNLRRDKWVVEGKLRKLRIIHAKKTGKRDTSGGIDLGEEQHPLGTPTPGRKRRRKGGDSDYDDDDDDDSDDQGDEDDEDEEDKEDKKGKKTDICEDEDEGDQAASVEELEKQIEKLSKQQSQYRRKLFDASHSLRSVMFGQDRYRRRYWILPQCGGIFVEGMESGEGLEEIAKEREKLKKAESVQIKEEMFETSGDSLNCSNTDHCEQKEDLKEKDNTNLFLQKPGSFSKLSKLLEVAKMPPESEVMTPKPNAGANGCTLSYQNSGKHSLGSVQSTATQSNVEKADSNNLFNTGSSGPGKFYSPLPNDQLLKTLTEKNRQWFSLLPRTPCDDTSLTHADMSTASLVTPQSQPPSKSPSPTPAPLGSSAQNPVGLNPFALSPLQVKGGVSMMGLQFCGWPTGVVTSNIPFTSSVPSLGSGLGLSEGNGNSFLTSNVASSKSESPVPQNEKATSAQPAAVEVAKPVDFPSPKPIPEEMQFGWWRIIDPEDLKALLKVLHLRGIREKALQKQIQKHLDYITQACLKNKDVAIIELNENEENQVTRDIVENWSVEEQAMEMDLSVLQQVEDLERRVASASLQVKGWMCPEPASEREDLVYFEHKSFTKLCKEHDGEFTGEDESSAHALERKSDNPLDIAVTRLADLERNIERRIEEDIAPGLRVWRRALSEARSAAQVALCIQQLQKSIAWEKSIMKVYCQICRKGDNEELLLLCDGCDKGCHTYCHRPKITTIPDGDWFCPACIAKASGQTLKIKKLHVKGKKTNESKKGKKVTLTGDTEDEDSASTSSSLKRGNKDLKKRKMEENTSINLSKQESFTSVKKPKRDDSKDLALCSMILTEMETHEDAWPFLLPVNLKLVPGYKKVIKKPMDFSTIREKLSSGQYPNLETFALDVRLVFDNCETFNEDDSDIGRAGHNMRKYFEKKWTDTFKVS
#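 Multi-concentration screen (max 110 uM) measuring displacement of acetylated histone H3 peptide from BAZ2B by AlphaScreen, using 50 nM protein, 50 nM peptide and 10 ug/mL streptavidin donor plus Ni-chelate acceptor beads.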
# POLH inh = DNA polymerase eta (human) inhibition. recombinant Pol eta, fluorescent DNA replication assay. Q9Y253. Potency, µM (highest dose often 114 µM), inactives show at the top dose activity change, negative = inhibition, actives largely listed as inhibitors. AID 588591. actives 1.2% (n = 390,000); further: on the % scale 0 is the no-effect control and ±100 the full control effect
#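 Pol eta at 10 nM preincubated with compounds 15 min at room temperature; reaction started with fluorescent substrate (50 nM final) and read kinetically at 0 and 10 min.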
# An asterisk follows results filed as active; ? = inconclusive; . = no result given; [ ] = another dose, or the depositor's remark. The call rests on the fitted dose curve; in most records, active means well fitted curve in the direction sought with a large enough effect; inconclusive means small, poorly fitted or top-dose-only effect, or another doubt; inactive means no such curve, though single readings can be large; an effect the other way counts as inactive or inconclusive. Potency means the concentration at half of the fitted maximal effect.
SMILES,APEX1 inh,POLI inh,Pol kappa inh,Apoferritin bind,BLM helicase inh,G9a block,Pol beta inh,BAZ2B inh,POLH inh
CCN(CCCNC(=O)c1cn(CC)c2ccc(S(=O)(=O)N(C)C)cc2c1=O)c1cccc(C)c1,3%,2%,-8%,-13%,-5%,35µM*,-7%,?,-16%
Cc1ccc(N=Cc2cc(Cl)cc(Cl)c2O)nc1,-3%,54%[activator],-17%,65%[activator],-18%,-19%,21%,-5%,-8%
Cc1nn(CC(=O)NCCCN2CCCC2)c(=O)c2nn(-c3ccccc3)c(C)c12,-8%,9%,8%,-3%,4%,?,-2%,-11%,-5%
CCCN(C(=O)c1cccc(-n2cccc2)c1)c1c(N)n(Cc2ccccc2)c(=O)[nH]c1=O,6.7µM*,10µM*,28µM*,.,.,45µM*,.,50µM*,11µM*
COCCn1nnnc1C(c1ccccc1)N1CCN(c2ccccc2)CC1 (stereo unspecified),-3%,?,-1%,6%,2%,?,13%,50µM*,-2%
COc1ccc(C(=O)Nc2ccc3oc(-c4cccc(Cl)c4)cc(=O)c3c2O)cc1,?,?,-25%,6%,0%,?,4%,-14%,?
CC(C)(C)c1nn2cnnc2n(/N=C/c2cccc3ccccc23)c1=O,-4%,1%,-21%,-16%,-5%,-14%,9%,-4%,-15%
CC(C)(/C=N/NC(=O)CSCc1ccc(Cl)cc1)CCC#N,-4%,117%[activator],-25%,-20%,-5%,-8%,3%,-18%,-9%
COc1ccc(CN(C(=O)c2snc(C(N)=O)c2N)C(CC(C)C)C(=O)NC2CCCCC2)cc1 (stereo unspecified),-22%,8%,-10%,-17%,-9%,-3%,-13%,2%,-6%
COc1cccc(Cn2c(=O)cnc3cnc(N4CCOCC4)nc32)c1,-1%,.,6%[60.1 µM],.,0%,9%[12.7 µM],.,.,.
Cc1cc(Cl)ccc1OCC(=O)NNC(=O)c1ccco1,-5%,-26%,-5%,-6%,1%,.,2%,-1%,-7%
CCN(CC)S(=O)(=O)c1ccc2c(c1)N(CC(=O)N1CCN(c3ccc(OC)cc3)CC1)C(=O)CO2,.,17%,-15%[60.1 µM],-14%,-10%,-47%[59 µM],1%,-19%,-26%
N#Cc1ccc(NC(=O)COCc2cc(-c3ccc(F)cc3)on2)cc1,.,17%,-4%,0%,-5%,-21%[59 µM],14%,-7%,-14%
OCC[C@H]1C[C@H](O)[C@@H](O)[C@@]2(CCc3ccccc3CO2)O1,4%,7%,-2%,.,.,-7%[2.33 µM],.,-4%,-17%
Fc1ccc(C2CC(c3cccs3)=NN2C(=S)Nc2ccccc2)cc1 (stereo unspecified),-5%,?,-41%,51%[activator],-5%,0%[59 µM],11%,-38%,?
COc1cc(C(=S)N2CCOCC2)cc(Br)c1OS(=O)(=O)c1ccccc1,-1%,23%,-13%,-4%,0%,.,11%,4%,-21%
CC(=O)Nc1nc(N(C)C)nc(N(C)C)n1,2%,22%,1%,-22%,-8%,18%,?,-7%,-15%
O=C1CSC2=NCN(c3ccccc3)CN12,-6%,-18%,5%,-6%,0%,4%[12.7 µM],-12%,3%,-6%
CCOC(=O)CSCC(=O)N1N=C(c2cccs2)CC1c1ccc(F)cc1 (stereo unspecified),8%,6%,-8%,1%,-6%,16%[59 µM],-1%,4%,-17%
COc1cc(CC(=O)Nc2ncc(C)s2)cc(OC)c1OC,2%,?,3%,-3%,-8%,-1%[12.7 µM],-10%,0%,-8%

# Next section; it opens with the four that closed the last part.
SMILES,APEX1 inh,POLI inh,Pol kappa inh,Apoferritin bind,BLM helicase inh,G9a block,Pol beta inh,BAZ2B inh,POLH inh
CC(=O)Nc1nc(N(C)C)nc(N(C)C)n1,2%,22%,1%,-22%,-8%,18%,?,-7%,-15%
O=C1CSC2=NCN(c3ccccc3)CN12,-6%,-18%,5%,-6%,0%,4%[12.7 µM],-12%,3%,-6%
CCOC(=O)CSCC(=O)N1N=C(c2cccs2)CC1c1ccc(F)cc1 (stereo unspecified),8%,6%,-8%,1%,-6%,16%[59 µM],-1%,4%,-17%
COc1cc(CC(=O)Nc2ncc(C)s2)cc(OC)c1OC,2%,?,3%,-3%,-8%,-1%[12.7 µM],-10%,0%,-8%
O=C(c1ccccn1)c1ncc(C(F)(F)F)cc1Cl,-7%,6%,-4%,-18%,0%,23%,6%,6%,5%
Fc1ccc(N2CCN(C(c3cccs3)c3nnnn3CCc3ccccc3)CC2)cc1 (stereo unspecified),?,?,-2%,8%,-5%,-8%[59 µM],1%,0%,-16%
CCOC(=O)c1cc(S(=O)(=O)Nc2cc(OC)ccc2OC)[nH]n1,.,39%[activator],-7%[60.1 µM],2%,-1%,11µM*,-1%,-36%,2%
CCCC(=O)NCCc1c2n(c3ccc(OC)cc13)Cc1ccccc1-2,?,?,.,.,.,33%[activator][12.7 µM],-12%[57.1 µM],.,-2%[57.1 µM]
Clc1ccc(OCc2nn3c(C4CCCCC4)nnc3s2)c(Cl)c1,-4%,22%,-9%,-15%,-2%,-15%,17%,9%,-8%
Cc1c(CCOC(=O)CC23CC4CC(CC(C4)C2)C3)sc[n+]1CC(=O)c1ccc(Br)cc1,3%,-27%,-6%,?,-2%,-3%[59 µM],3%,-36%,-21%
Cc1ccc(C(=O)N/N=C/c2cn(Cc3ccccc3)c3ccccc23)cn1,13%,-6%,6%,-20%,-8%,.,1%,-30%,-15%
N=c1sccn1CC(=O)N1CCc2ccccc21,-1%,28%,-7%,-17%,3%,?,8%,-2%,-9%
Nc1ccc(C#Cc2ccccc2)cc1,-1%,6%,-5%,?,-2%,38%[59 µM],32%,-5%,-5%
COc1ccccc1C(CNC(=O)c1cccc(S(=O)(=O)Nc2ccc(C)cc2)c1)N1CCCC1 (stereo unspecified),-14%,17%,-4%,.,.,-24%[2.33 µM],.,1%,-1%
Cn1c(=O)n(C)c2cc(C(=O)Nc3ccc4c(c3)OCO4)ccc21,-5%,5%,-20%,1%,-1%,-5%,-2%,-36%,3%
CCNC(=S)N1CCN(CC)CC1,2%,71%[activator],-11%,-4%,-2%,25µM*,26%,56µM*,9%
O=C(O)CCNC(=O)c1ccc(NC(=O)Cc2ccc(Cl)cc2)cc1,-2%,76%[activator],10%,-1%,-3%,-38%,22%,-11%,-10%
Cc1ccc(-c2cc(NC(=O)c3ccccc3[N+](=O)[O-])n[nH]2)cc1,9%,29%,9%,?,-5%,4%,0%,-26%,-10%
COc1ccc(NC(=O)c2ccc(NCCN3C(=O)CCC3=O)c([N+](=O)[O-])c2)cc1,?,-27%,?,-9%,-17%,?,13µM*,?,?
Cn1c(Cn2c(=O)sc3ccccc32)nnc1SCc1ccccc1,-3%,2%,11%,-5%,-7%,-1%[59 µM],3%,2%,-26%
O=C(NCCN1CCOCC1)c1ccc(Cl)c(S(=O)(=O)N2CCCCC2)c1,-11%,6%,-4%,-5%,-1%,18%,14%,-10%,-6%
CCn1c(CSc2ncccn2)nnc1SCC(=O)N1CCc2ccccc21,?,23%,11%,?,-7%,-32%[59 µM],0%,-15%,-8%
Clc1nnc(N/N=C/c2ccccc2)c2ccccc12,3%,3%,-2%,-20%,0%,-16%,4%,-4%,-2%
Cc1ccc(S(=O)(=O)N2CCC(C(=O)NC3CCCCC3C)CC2)cc1 (stereo unspecified),-3%,21%,-1%,-4%,-3%,-1%,73%,-26%,2%
Cc1occc1C(=O)N/N=C/c1ccc(-c2ccccc2)cc1,21%,42%[activator],2%,-10%,-4%,14%,15%,-1%,-6%
CCCc1cc(C(=O)OC)c2ccccc2n1,1%,7%,-4%,-7%,0%,-2%,-1%,3%,-6%
O=C(Cc1ccc(-n2c(=O)[nH]c3ccccc3c2=O)cc1)N1CCN(c2ccccc2)CC1,2%,14%,5%,-18%,0%,?,-27%,-8%,3%
CCN1CCN(CCCNC(=O)c2ccc3c(c2)N(Cc2ccccc2)CCS3)CC1,23%,11%,0%,146%[activator],-2%,?,100%,-35%,-5%
Cn1c(SCC(=O)N2CCN(c3ccccc3)CC2)nnc1-c1cc2ccccc2o1,-1%,14%,-16%,6%,3%,-47%[59 µM],2%,2%,6%
COc1ccccc1COC(=O)c1ccc(S(=O)(=O)N2CCOCC2)cc1,27%,19%,1%,.,.,21%[12.7 µM],.,9%,-21%
COc1cc(/C=C2/C(=N)N3C(=NC2=O)SN=C3S(=O)(=O)C(C)C)ccc1OC(=O)c1ccco1,25%,?,-14%,-13%,-4%,40µM*,1%,56µM*,79µM*
O=c1cc(N2CCCC2)c(-c2ccccc2)n[nH]1,0%,13%,-1%,-6%,1%,-25%[59 µM],-24%,1%,-6%
CNc1ccc(Br)cc1C(O)c1ccccc1 (stereo unspecified),-1%,?,-2%,0%,-25%,43%[12.7 µM],8%,20%,-19%
O=C(Nc1ccc(N2CCOCC2)cc1)NC1CCCCC1,3%,12%,-14%,-5%,-3%,?,45%,-12%,-4%
Cc1cccc(C(=O)N[C@H](C(=O)Nc2cccc(S(=O)(=O)N3CCCC3)c2)C(C)C)c1,4%,26%,0%,-15%,-3%,-37%,-1%,-27%,-7%
Cc1ccc(Cl)cc1NC(=O)c1ccc(CSc2nnnn2C)cc1,-1%,15%,-1%,-19%,0%,7%[12.7 µM],0%,-2%,-16%
C=CCCN(C(C)C(=O)OC)S(=O)(=O)c1ccccc1Br (stereo unspecified),-6%,25%,8%,-10%,-4%,.,.,.,.
O=C(O)C1C2C=CC3(CN(CC(O)COc4ccccc4)C(=O)C13)O2 (stereo unspecified),-1%,15%,-5%,-9%,-1%,-8%,30%,-4%,4%
O=c1[nH]ncc(N2CCN(Cc3ccccc3)CC2)c1Cl,16%,25%,-1%,-6%,-7%,.,17%,-9%,-6%
COc1cc(-c2nnc(Cn3cc(C(F)(F)F)ccc3=O)o2)cc(OC)c1OC,-5%,4%,-9%,-16%,-2%,10%[2.33 µM],2%,5%,-8%

# Bioassay records deposited in PubChem by National Center for Advancing Translational Sciences (NCATS).

# These rows are one share of the data. The share of hits here may be higher or lower than overall.
